CXXC DNA block = MLL CXXC-DNA interaction inhibition. Potency, µM (top dose mostly 115 µM), for inactives: top-dose activity change, negative = inhibition, most hits filed as inhibitors. MLL-CXXC / FITC-HOXA9 DNA fluorescence polarization. 290,000 compounds, 0.037% hits. AID 2662. Q03164; active means well fitted inhibition curve with a large enough effect in the polarisation, with a control signal flat, not every such curve was filed as active; inconclusive means small, poorly fitted or top-dose-only effect, or effect the other way, or a change in a side signal; inactive means no such curve, though single readings can be large or run the other way; the % refers to the polarisation; further: potency means the concentration at half of the fitted maximal effect
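Steps: dispense CXXC domain solution (7 uM) → pin compounds or unlabeled HOX-A9 DNA control → 5 min ambient → add FLSN-HOX-A9 solution (50 nM) → spin → 30 min ambient → fluorescence polarization. Tris pH 7.5/NaCl/DTT/BSA buffer.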
TCR act = T cell receptor activation. primary human leukocytes, anti-CD3, IL-2 HTRF, 48 h. Potency, µM (series often up to 9.22 µM), inactives show top-dose activation of IL-2 secretion, usual class: activators. 330,000 tested, under 10 active. AID 504894; further: % of control where 0% means no effect
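1) Mix primary human leukocytes, a-CD3 beads and compound. 2) Incubate 48 hr. 3) Add HTRF IL-2 reagents (a-IL-2-K, a-IL-2-d2).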
TSHR antagonist = blocks TSH signaling through the human TSH receptor | TSHR-expressing cells, TSH-stimulated cAMP HTRF, 2 h; stronger effect = lower value | activity change, negative = inhibition, % at 11.5 µM | P16473 | 330,000 compounds, 0.2% hits;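 active means activity change below a set negative limit, meaning inhibition stronger than a set level, cut at about -70% in these data; inconclusive means activity change between two set negative limits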; further: on the % scale 0 is the no-effect control and ±100 the full control effect
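TSHR-expressing cells were treated with compounds, then stimulated with TSH at EC80 (4nM final) for 2 hours at 37 deg C. Cellular cAMP was measured by HTRF competition between lysate cAMP and cAMP-d2 for a cryptate-labelled anti-cAMP antibody.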
TSG101-PTAP inh = blocks PTAP/TSG101 interaction to inhibit HIV-1 budding; Fluorescence polarization, FITC-PTAP peptide / Tsg101 binding; Potency, µM (titrated, usually from 115 µM), for the others: at the top dose activity change, negative = inhibition, actives largely listed as inhibitors; 340,000 tested, under 10 active; AID 493005; active means well fitted inhibition curve with a large enough effect in the main read-out, with a control signal flat, not every such curve was filed as active; inconclusive means small, poorly fitted or top-dose-only effect, or effect the other way, or a change in a side signal; inactive means no such curve, though single readings can be large or run the other way; further: potency means the concentration at half of the fitted maximal effect; % of control where 0% means no effect
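Compounds were pin-transferred onto Tsg101 binding domain (10 uM final) in HEPES pH 7.5 buffer, then FITC-PTAP peptide was added at 50 nM final. After 20 min at RT, polarization reported peptide displacement across a qHTS concentration series.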
Mito fusion act = inhibitors of mitochondrial division or activators of mitochondrial fusion | S. cerevisiae fusion-defective mutant growth rescue, CellTiterGlo 48 h | Potency, µM (doses to about 46.1 µM), without a hit: at the highest dose growth rescue (activation), hits mostly activators | 320,000 compounds, 0.23% hits;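 further: potency means the concentration at half of the fitted maximal effect; % of control where 0% means no effect; nearly all actives have a fitted effect of over 45% in size; temperature-sensitive fusion mutants such as fzo1-1 at 37 °C on non-fermentable ethanol glycerol medium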
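Growth-rescue viability read-out: after 48 h at the non-permissive 37C in glycerol/ethanol YPEG, yeast mitochondrial fusion mutants are measured by CellTiterGlo luminescence; compounds (23 nl pinned per well) restoring growth score as division inhibitors or fusion activators.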
A-T KAP1 phos = potential ataxia-telangiectasia treatment | […] A-T fibroblasts, KAP-1 phosphorylation AlphaLISA; neocarzinostatin DNA damage 30 min before lysis | Potency, µM (top dose mostly 57.5 µM), without a hit: top-dose activation, hits mostly activators | 320,000 compounds, 0.19% hits | AID 485349; further: potency means the concentration at half of the fitted maximal effect; % of control where 0% means no effect; nearly all actives have a fitted effect of over 45% in size
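ATM-like activity read as KAP-1 phosphorylation via AlphaLISA donor/acceptor antibody pairs after lysis and 6 hr at 25C. Cells were ATM-null patient fibroblasts ([…], hTERT), dosed 60 min, then exposed to the DSB inducer NCS for 30 min.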
Menin MLL FP TR = inhibitors of human menin-MLL interaction, mutant MLL peptide; Potency, µM (top dose mostly 61.6 µM), without a hit: top-dose FP activity change, negative = inhibition, usual class: inhibitors; 270,000 compounds, 0.23% hits; Menin + Texas Red MLL mutant peptide, fluorescence polarization; AID 1768; O00255; active means well fitted inhibition curve with a large enough effect in the polarisation, with a control signal flat, not every such curve was filed as active; inconclusive means small, poorly fitted or top-dose-only effect, or effect the other way, or a change in a side signal; inactive means no such curve, though single readings can be large or run the other way; the % refers to the polarisation; further: potency means the concentration at half of the fitted maximal effect; % of control where 0% means no effect; many of its hits are not listed in these tables
MBNL1-CUG inh = blocks human MBNL1 binding to CUG repeat RNA; Q9NR56; AID 2675; 280,000 compounds, 0.036% hits; TR-FRET MBNL1-His/biotin-(CUG)12 binding, 665/545 ratio; Potency, µM (highest dose often 57.5 µM), inactives show at the highest dose activity change, negative = inhibition, usual class: inhibitors; active means well fitted inhibition curve with a large enough effect in the signal ratio, with a control signal flat, not every such curve was filed as active; inconclusive means small, poorly fitted or top-dose-only effect, or effect the other way, or a change in a side signal; inactive means no such curve, though single readings can be large or run the other way; the % refers to the signal ratio; further: potency means the concentration at half of the fitted maximal effect; on the % scale 0 is the no-effect control and ±100 the full control effect
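MBNL1-His + Biotin-(CUG)12, cpd titration 92 nM–58 uM; Tb anti-His Ab 0.055 ng/ul, SA-XL665 5 nM (final); 60 min RT; ratiometric 665/545 nm, Ex 340 nm; normalized to buffer and full-complex controls.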
S-ASM inh = inhibitors of human secretory acid sphingomyelinase; AID 504937; placental ASM, HMU-PC fluorogenic substrate, 60 min; 340,000 compounds, 0.006% hits; P17405; Potency, µM (doses to about 57.5 µM), inactives show top-dose activity change, negative = inhibition, hits mostly inhibitors; further: potency means the concentration at half of the fitted maximal effect
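Human placenta-derived ASM enzyme was preincubated with compound for 10 minutes at room temperature, then given fluorogenic substrate HMU-PC0 (9 uM final) for 60 minutes at 37 °C; a pH 10 stop preceded fluorescence reading at Ex 386/Em 447 nm.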
a7 integrin act = activators of alpha7 integrin expression for muscular dystrophy; alpha7betagal myoblasts, beta-gal FDG fluorescence, 48 h; 350,000 compounds, 0.064% hits; AID 624291; Potency, µM (titrated, usually from 38.3 µM), inactives show at the highest dose activation, hits mostly activators;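 further: potency means the concentration at half of the fitted maximal effect; 100% = response of the positive control SU9516; nearly all actives have a fitted effect of over 60% in size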
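Alpha7betagal+/- myoblasts (passage 13) were plated 16-24 hr, then exposed to compounds (1:260 dilution of DMSO stock) for 48 hours at 37C. After MPER lysis, β-galactosidase reporter activity was read as FDG fluorescence (ex 480/em 540) after 30 minutes.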
The depositor's hits bear a star; ? = inconclusive; . = not tested or not shown; [ ] = dose if it differs, or a comment. Unless noted, the call rests on the fitted dose curve; in most records, active means well fitted curve in the direction sought with a large enough effect; inconclusive means small, poorly fitted or top-dose-only effect, or another doubt; inactive means no such curve, though single readings can be large; an effect the other way counts as inactive or inconclusive. Only part of the results is shown; the hit share may differ from the screen's.

no.	canonical_smiles	TSG101-PTAP inh	CXXC DNA block	TCR act	TSHR antagonist	Menin MLL FP TR
1	COC(=O)c1ccc(NC(=O)Cn2cnc3c(nnn3-c3cccc(OC)c3)c2=O)cc1	-2%	-23%	0%	1	?
2	Cc1cc(NC(=O)CSc2nc(C3CC3)nc3sc4c(c23)CCC(C)C4)no1 (stereo not drawn)	-1%	.	-1%	.	.
3	O=C(/C=C/c1cccc(Br)c1)NC1CCN(Cc2ccccc2)CC1	-2%	2%	-2%	3	-22%
4	Clc1ccc(CO/N=C/c2c(-c3ccccc3)nc3n2CCS3)c(Cl)c1	-8%	-2%	2%	2	-1%
5	CC(C)(C)OC(=O)N1CCC(NC(=O)c2nc[nH]c2C(=O)NCC(=O)OCc2ccccc2)CC1	-4%	-12%	-6%	-16	-11%
6	COc1ccc(C(=O)N2CCN(c3ccc(N4CCOCC4)nn3)CC2)cc1OC	0%	.	-40%	21	.
7	O=C(CSc1nc2c(c(=O)n1-c1ccccc1)SCC2)N1CCN(c2ccccc2)CC1	-1%	10%	1%[46.1 µM]	4	?
8	CCc1nc2ccccc2c(C(=O)OCc2nc3ccccc3c(=O)[nH]2)c1C	0%	.	-1%[46.1 µM]	-13	.
9	COc1cc(CC2C(=O)Nc3ccccc32)cc(C)c1O (stereo not drawn)	-2%	24%	-2%	-5	23%
10	O=C(NCc1ccco1)C(c1ccncc1)N(C(=O)Cn1nnc2ccccc21)c1ccccc1F (stereo not drawn)	2%	-2%	0%	-6	.
11	O=C(O)CCCC(=O)Nc1ccn(-c2ccccc2)n1	-5%	0%	-1%	10	0%
12	COCCCNC(=O)c1ccc([N+](=O)[O-])c(Cl)c1	-3%	0%	0%[46.1 µM]	3	5%
13	Cc1ccc(S(=O)(=O)N2CCN(C(=O)CSc3ncc(C(F)(F)F)cc3Cl)CC2)cc1	-5%	-4%	-1%	0	-12%
14	COc1ccc(OCCOCCN2CCOCC2)cc1	3%	-7%	-6%	6	0%
15	O=C(c1ccc(Cl)cc1)C1CCN(C(=O)N2CCOCC2)CC1	.	3%	.	-10	2%

no.	Mito fusion act	MBNL1-CUG inh	S-ASM inh	A-T KAP1 phos	a7 integrin act
1	1%	-10%	-1%	-5%	14%
2	.	.	-2%	.	-6%
3	?	5%	1%	6%	-57%[inhibitor]
4	2%	3%	-10%	3%	7%
5	-4%	4%	-18%	6%	6%
6	-7%	.	.	-1%	10%
7	-3%	20%	-1%	5%	18%
8	.	.	2%	1%	0%
9	-17%	0%	3%	-2%	14%
10	3%	2%	2%	-3%	17%
11	2%	-3%	6%	8%	15%
12	-4%	19%	2%	6%	0%
13	-2%	-3%	-5%	2%	-30%
14	-3%	-9%	-1%	-4%	-6%
15	1%	-2%	-1%	1%	32%

Carrying on:
no.	canonical_smiles	TSG101-PTAP inh	CXXC DNA block	TCR act	TSHR antagonist	Menin MLL FP TR
16	CC1(C)CC(NC(=O)Cc2ccccc2[N+](=O)[O-])CC(C)(C)N1	-3%	-1%	-11%[46.1 µM]	-4	13%
17	Cc1ccc(Cn2c(SCC(C)C)nc3c2c(=O)[nH]c(=O)n3C)cc1	-2%	-8%	2%	4	-16%
18	O=C(CN1C(=O)NC2(CCCCCC2)C1=O)NCc1cccs1	0%	3%	3%[46.1 µM]	52	9%
19	O=C(NCc1ccccc1F)C1CCCN1S(=O)(=O)c1ccc(F)cc1 (stereo not drawn)	1%	-1%	.	11	7%
20	CCN(CC)C(=O)C(C)N(C#N)c1nc(C)cc(C)n1 (stereo not drawn)	-2%	6%	-2%[46.1 µM]	8	0%
21	CC1CCCCN1C(=O)CSc1nnc(-c2cccs2)o1 (stereo not drawn)	-3%	-13%	0%	2	.
22	Oc1ccc(C(=S)N2CCCCCC2)cc1	-1%	49%[activator]	-1%	-4	-9%
23	OC1(c2ccc3c(c2)OCO3)CCN(Cc2ccc(F)cc2)CC1	-3%	5%	4%	-1	.
24	Cc1cc2nc3n(c2cc1C)CC1CC(C(=O)NCc2ccccc2)N(C)C31 (stereo not drawn)	-2%	.	-2%	8	.
25	O=C(Nc1ccc(S(=O)(=O)N2CCCC2)cc1)C1CC(=O)N(c2ccccc2)C1 (stereo not drawn)	-2%	2%	1%	0	3%
26	Cc1ccc(C2(c3ccc(C)cc3)CC2C(=O)NCc2cccnc2)cc1 (stereo not drawn)	1%	0%	-16%	-4	3%
27	Cc1ccc(N(C)S(=O)(=O)c2cccc(C(=O)OCC(=O)N3CCCC(C)C3)c2)cc1 (stereo not drawn)	0%	.	1%	-25	.
28	COCCNc1nc2nonc2nc1N1CCCC1c1nccs1 (stereo not drawn)	-4%	-10%	-1%	8	10%
29	Cc1ccccc1NS(=O)(=O)c1ccc(C(=O)NCCCN2CCOCC2)cc1	0%	.	-1%	.	.
30	CC(C)NC(=S)N1CCN(c2ncccn2)CC1	1%	3%	1%[46.1 µM]	6	-2%

no.	Mito fusion act	MBNL1-CUG inh	S-ASM inh	A-T KAP1 phos	a7 integrin act
16	-6%	17%	10%	-2%	13%
17	0%	-5%	-3%	-6%	0%
18	-1%	1%	4%	2%	5%
19	2%	-8%	2%	0%	-3%
20	-5%	-8%	4%	1%	-5%
21	2%	-6%	-3%	-3%	-15%
22	-1%	5%	2%	-9%	0%
23	4%	4%	-1%	-7%	14%
24	1%	.	5%	10%	-3%
25	29%	.	-2%	5%	-6%
26	3%	4%	0%	4%	-5%
27	14%	.	0%	5%	-13%
28	4%	?	7%	1%[11.5 µM]	-28%
29	2%	.	4%	-8%	17%
30	-2%	-4%	2%	-1%	8%

Next part:
no.	canonical_smiles	TSG101-PTAP inh	CXXC DNA block	TCR act	TSHR antagonist	Menin MLL FP TR
31	COC(=O)CSc1nnc(CSc2nc(C)cc(C)n2)o1	-3%	5%	3%[46.1 µM]	-2	-6%
32	Cc1ccc(CSc2nccc(-c3c(C)nc4ccccn34)n2)cc1	0%	1%	-4%	-12	.
33	CCN(CC(=O)Nc1ccccc1C(F)(F)F)C(=O)CCc1c(C)[nH]c(=O)c(C#N)c1C	-1%	-4%	5%	9	6%
34	CC(=O)CCn1cc([N+](=O)[O-])nc1C	-3%	-4%	-8%	8	.
35	CCC1(Cc2ccccc2)NC(=O)c2ccccc2O1 (stereo not drawn)	0%	-1%	1%	-6	-9%

no.	Mito fusion act	MBNL1-CUG inh	S-ASM inh	A-T KAP1 phos	a7 integrin act
31	-10%	8%[11.5 µM]	3%	-2%	19%
32	-1%	.	71%[activator]	13%	13%
33	-3%	3%	0%	-6%	29%
34	0%	8%	-1%	-5%	30%
35	5%	.	1%	0%	?

Quoted from the results shown (four entries):
no.	canonical_smiles	TSG101-PTAP inh	CXXC DNA block	TCR act	TSHR antagonist	Menin MLL FP TR
32	Cc1ccc(CSc2nccc(-c3c(C)nc4ccccn34)n2)cc1	0%	1%	-4%	-12	.
33	CCN(CC(=O)Nc1ccccc1C(F)(F)F)C(=O)CCc1c(C)[nH]c(=O)c(C#N)c1C	-1%	-4%	5%	9	6%
34	CC(=O)CCn1cc([N+](=O)[O-])nc1C	-3%	-4%	-8%	8	.
35	CCC1(Cc2ccccc2)NC(=O)c2ccccc2O1 (stereo not drawn)	0%	-1%	1%	-6	-9%

no.	Mito fusion act	MBNL1-CUG inh	S-ASM inh	A-T KAP1 phos	a7 integrin act
32	-1%	.	71%[activator]	13%	13%
33	-3%	3%	0%	-6%	29%
34	0%	8%	-1%	-5%	30%
35	5%	.	1%	0%	?

Screen by screen, quoted from above.
Nos. 31–35 in TCR act read 3%[46.1 µM], -4%, 5%, -8%, 1%
Nos. 31–35 in Mito fusion act read -10%, -1%, -3%, 0%, 5%
Nos. 31–35 in A-T KAP1 phos read -2%, 13%, -6%, -5%, 0%

High-throughput results deposited in PubChem BioAssay by National Center for Advancing Translational Sciences (NCATS).
